Tb MetRS inh: blocks T. brucei methionyl-tRNA synthetase activity; purified T. brucei MetRS, ATP depletion, Kinase-Glo luminescence; inhibition, % at 11.9 µM; AID 624268; 360,000 tested, 0.4% active;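 active means inhibition above a per-plate cutoff of the control wells' mean inhibition plus 3 SD, cut at about 5.5% in these data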;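 further: 0% = DMSO wells median and 100% = median of wells with control inhibitor compound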
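Material: T. brucei methionyl-tRNA synthetase, purified; reagent: substrates ATP, L-methionine and bulk Escherichia coli tRNA; dosing: 11.9 µM single point; timing: 15 min plus 2 h at 25 °C; detection: luminescence of leftover ATP; evaluation: % inhibition; control set: DMSO-only wells as low control; replicates: singlicate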
Rpn11 inh: blocks the human proteasome subunit Rpn11; human 26S proteasome, Ub4-pepOG fluorescence polarization; 20S core pre-blocked with epoxomicin; calls only at 20 µM; 360,000 tested, 0.59% active; AID 588493;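 active means inhibition at 20 µM, scaled to each plate's controls, above about 33%, limit read from the data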
Target sequence (O00487 whole entry, looked up): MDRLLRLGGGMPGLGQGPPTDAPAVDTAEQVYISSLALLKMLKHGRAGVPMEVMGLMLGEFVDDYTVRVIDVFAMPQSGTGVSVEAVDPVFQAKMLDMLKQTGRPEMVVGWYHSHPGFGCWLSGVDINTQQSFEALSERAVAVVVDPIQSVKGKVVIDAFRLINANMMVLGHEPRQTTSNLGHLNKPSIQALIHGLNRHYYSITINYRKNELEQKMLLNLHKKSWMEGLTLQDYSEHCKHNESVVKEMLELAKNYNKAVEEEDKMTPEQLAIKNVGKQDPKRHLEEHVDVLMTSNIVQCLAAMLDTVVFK
CSN deneddyl inh: blocks human CSN-mediated cullin deneddylation; Q92905; 360,000 tested, 0.38% active; AID 651999; inhibition, % at 12.5 µM; Purified CSN, SCF-Nedd8-OG deneddylation, fluorescence polarization;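 active means pattern-corrected inhibition above about 35%, with an unprinted fluorescence ratio check between 0.5 and 1.5, limit read from the data, passing the limit was not always enough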;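 further: 0% = enzyme with substrate and 100% = substrate without enzyme; some results filed as inactive read as strong as hits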
Target sequence (Q92905 whole entry, looked up, one chain of several): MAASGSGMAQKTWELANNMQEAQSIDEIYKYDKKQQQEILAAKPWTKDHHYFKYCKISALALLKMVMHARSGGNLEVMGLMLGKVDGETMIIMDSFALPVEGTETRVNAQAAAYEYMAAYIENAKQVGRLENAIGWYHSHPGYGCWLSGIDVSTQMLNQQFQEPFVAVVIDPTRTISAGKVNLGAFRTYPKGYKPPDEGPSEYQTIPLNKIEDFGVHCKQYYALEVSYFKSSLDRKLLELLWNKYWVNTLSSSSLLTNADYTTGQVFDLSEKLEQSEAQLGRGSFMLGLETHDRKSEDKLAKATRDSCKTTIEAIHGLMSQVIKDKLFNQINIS
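Detection – fluorescence polarization · System – HEK293T-derived human Csn5 enzyme · Controls – substrate-only high control, full reaction low control · Timing – 90 min, room temperature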
LMPTP inh: LMPTP (human) inhibition; P24666; recombinant LMPTP-A, OMFP fluorogenic substrate, fluorescence intensity; inhibition, % at 20 µM; 360,000 tested, 0.22% active;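 active means compounds that cut the enzyme signal by at least half of the control window in the single-dose screen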;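 further: plate controls were DMSO wells with enzyme plus substrate for no effect and substrate without enzyme for full effect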
Target sequence (P24666 whole entry, looked up): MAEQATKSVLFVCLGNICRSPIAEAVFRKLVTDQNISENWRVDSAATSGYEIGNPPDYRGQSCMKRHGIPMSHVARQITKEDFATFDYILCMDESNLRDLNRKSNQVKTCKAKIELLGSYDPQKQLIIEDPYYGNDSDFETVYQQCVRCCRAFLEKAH
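Test system: LMPTP-A, protein tyrosine phosphatase of low molecular weight; Input: 0.625 nM enzyme; Incubation: 50 min dark incubation at room temperature; Signal: endpoint fluorescence intensity from OMFP dephosphorylation; Read-out basis: % inhibition versus control wells.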
DNMT1 block: blocks human DNA methyltransferase DNMT1 | P26358 | DNMT1 molecular beacon, Hinp1I cleavage, fluorescence | inhibition (reported as % activation of signal), % at 10 µM | 360,000 tested, 0.83% active; in the data active means inhibition above about 50%
NadD inh: blocks S. aureus nicotinate mononucleotide adenylyltransferase | purified NadD enzyme, colorimetric absorbance read-out | inhibition, % at 20 µM | 360,000 tested, 0.78% active; in the data active means inhibition above about 26%; further: some compounds past the cut are filed as inactive
STEP block: STEP (human) phosphatase inhibition | P54829 | recombinant STEP, OMFP fluorogenic substrate, fluorescence | inhibition, % at 20 µM | 360,000 tested, 0.25% active;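 active means inhibition at 20 µM, scaled per plate between control wells, above about 37%, limit read from the data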;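 further: 0% = DMSO with enzyme and substrate and 100% = substrate only without enzyme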
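Also added – OMFP at 25 µM · Test system – STEP tyrosine phosphatase · Technique – FITC-channel fluorescence of OMFP product · Schedule – 20 min at room temperature, dark · Evaluation – control-normalized % inhibition with plate pattern correction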
MsrA inhibitor: inhibits bovine methionine sulfoxide reductase A. purified bovine MsrA, absorbance read-out. 360,000 tested, 0.75% active. inhibition, % at 15.5 µM; in the data active means inhibition above about 4.5%;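 further: 0% = vehicle wells with enzyme and 100% = reference inhibitor wells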
SUMO1-SIM PPI: alters human SUMO1 binding to SIM partners. SUMO1 binding to a labelled peptide, TR-FRET, 1 h. inhibition, % at 20 µM. 360,000 tested, 0.33% active. AID 602429; in the data active means inhibition above about 37%
Target sequence (P63165 whole entry, looked up): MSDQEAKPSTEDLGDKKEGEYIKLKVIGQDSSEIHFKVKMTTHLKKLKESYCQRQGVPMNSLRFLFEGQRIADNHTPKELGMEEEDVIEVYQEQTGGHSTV
Scp1 inh: blocks human Scp-1 phosphatase activity; Recombinant Scp1, phosphopeptide, malachite green phosphate absorbance; Q9GZU7; AID 493091; 340,000 tested, 0.88% active; inhibition, % at 20 µM;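 active means inhibition above about 50% at 20 µM, limit read from the data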;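 further: plate controls were DMSO wells with enzyme for no effect and wells lacking enzyme for full effect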
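System: SCP-1 catalytic domain; Reagent: Phospho 17-mer peptide substrate; Doses: one concentration, 20 µM, with 1.0% DMSO; Incubation: 45 min room-temperature reaction, 5 min colour, 30 min stabiliser; Signal: Phosphate-binding colour reagent, absorbance read at 630 nm.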
* marks the source's active call; other numbers are inactive results; i = inactive; · = not tested or not shown.

No.	Molecule	SUMO1-SIM PPI	CSN deneddyl inh	MsrA inhibitor	Tb MetRS inh	LMPTP inh
1	CSCCC(NS(=O)(=O)c1ccc(Cl)cc1)C(=O)OCC(=O)c1c(C)[nH]c2ccccc12 (configuration not stated)	-1	-2	-0.1	-0.5	1.9
2	Cc1ccc([N+](=O)[O-])cc1S(=O)(=O)Nc1ccc(N2CCOCC2)cc1	-12	4	1.0	-0.8	0.1
3	COc1ccc(N2CCN(C(=O)CN3CCN(C(c4ccccc4)c4ccccc4)CC3)CC2)cc1	-4	-5	-0.7	-0.9	-0.1
4	Cc1ccc(NC(=O)CC(=O)NCCN2CCOCC2)cc1	1	-6	-0.9	0.2	-2.9
5	COc1ccc(CCNC(=S)NC2CCN(Cc3ccccc3)CC2)cc1	1	-16	-0.7	-0.8	0.3
6	CSC1=NCCN1S(=O)(=O)c1ccc(NC(C)=O)cc1	5	0	-0.1	-0.6	-1.0
7	O=C(Nc1ccc(Cl)c(C(F)(F)F)c1)[C@@H]1CC=C[C@@H]2CCN(C3CCCCC3)C(=O)[C@@H]21	-3	-2	1.0	-0.5	2.8
8	Cn1nc(C(=O)NCC2COc3ccccc3O2)c2ccccc2c1=O (configuration not stated)	-3	-2	0.0	-0.1	-0.4

No.	DNMT1 block	NadD inh	STEP block	Scp1 inh	Rpn11 inh
1	0	0	-4	-4	i
2	2	-7	1	1	i
3	-5	-2	1	2	i
4	8	0	-2	-9	i
5	-2	0	32	1	i
6	5	-1	1	-2	i
7	9	19	1	-2	i
8	-1	0	0	-7	i

Carrying on:
No.	Molecule	SUMO1-SIM PPI	CSN deneddyl inh	MsrA inhibitor	Tb MetRS inh	LMPTP inh
9	Cc1nc(SCC(=O)N2CCNC2=O)c2ccccc2n1	1	0	1.3	0.1	-1.2
10	CCCS(=O)(=O)NC(=O)C1(C)CCN(C(=O)c2ccc(C(=O)OC)cc2)C1 (configuration not stated)	-3	2	0.0	-0.1	-1.0
11	Cc1ccc(S(=O)(=O)N(C)C)cc1NC(=S)N1CCCCC1CO (configuration not stated)	3	2	0.1	0.9	0.4
12	Cc1c(NC(=O)c2cc3c(s2)-c2ccccc2OC3)cccc1[N+](=O)[O-]	1	-2	1.9	-0.3	4.2
13	Cc1ccc(C2=NCCn3c2c2ccc([N+](=O)[O-])cc2[n+]3[O-])cc1	-35	10	1.1	-0.3	-2.4
14	CCCCC1(CC)COC(c2ccccc2)OC1 (configuration not stated)	4	0	-0.8	-0.2	-0.8
15	COc1ccc(F)cc1S(=O)(=O)Nc1cc2c3c(c1)CCC(=O)N3CCC2	7	7	-0.3	-0.1	-1.1
16	Cc1cc(C)cc(C(=O)N[C@@H](C)C(=O)N2CCC3(CC2)NCCc2[nH]cnc23)c1	-3	5	0.0	-0.7	-2.2

No.	DNMT1 block	NadD inh	STEP block	Scp1 inh	Rpn11 inh
9	6	2	-2	-1	i
10	2	1	-2	·	i
11	-2	-3	1	0	i
12	-11	1	0	-21	i
13	-22	5	-1	-8	i
14	4	1	3	-10	i
15	1	-1	0	1	i
16	-1	-12	4	-9	i

(continued)
No.	Molecule	SUMO1-SIM PPI	CSN deneddyl inh	MsrA inhibitor	Tb MetRS inh	LMPTP inh
17	CC(=O)Nc1ccc(S(=O)(=O)N(C)CC(=O)OCC(=O)NNC(=O)c2ccccc2F)cc1	-2	-1	0.2	-0.4	-0.9
18	Cc1cc(C)cc(NC(=O)CSc2nc3ccccc3nc2N2CCCCC2)c1	-4	1	0.2	0.2	3.4
19	CCN(CC(=O)Nc1cccc(F)c1)Cc1nc2ccccc2c(=O)[nH]1	0	2	0.0	-0.8	-0.4
20	COc1cc(Cl)c(C)cc1NC(=O)CC1CCCC1	3	1	0.2	-0.6	0.1
21	CCn1cc(CCC(=O)NC(C)c2ccccc2)c2ccccc21 (configuration not stated)	-5	-1	0.4	2.0	0.6
22	Cc1onc(-c2ccccc2)c1C(=O)N1CCOC12CCN(c1cccc(F)n1)CC2	4	3	1.0	-0.4	0.7
23	CCN1CCN(c2nc3ccccn3c(=O)c2C=O)CC1	-9	-9	3.4	-0.1	-4.3
24	CCN(CC(=O)Nc1ccccc1C(F)(F)F)C(=O)c1ccc(=O)n(Cc2ccccc2)n1	-4	6	1.7	0.1	2.6

No.	DNMT1 block	NadD inh	STEP block	Scp1 inh	Rpn11 inh
17	2	7	1	-7	i
18	-2	5	2	-7	i
19	0	-9	-4	1	i
20	4	-1	-1	-5	i
21	0	-5	1	-19	i
22	-5	-1	1	-7	i
23	1	0	1	-16	i
24	0	-3	2	3	i

(cont.)
No.	Molecule	SUMO1-SIM PPI	CSN deneddyl inh	MsrA inhibitor	Tb MetRS inh	LMPTP inh
25	C=CCn1c(CNC(=O)c2cccs2)nnc1SCC(=O)Nc1ccc(C(=O)O)cc1	6	-6	0.9	-0.5	-0.8
26	CC(C)CN1CCC(C(=O)NC(c2ccc(F)cc2)c2ccc3ccccc3n2)CC1 (configuration not stated)	-4	6	0.0	0.4	-1.9
27	Cc1onc(-c2c(F)cccc2Cl)c1C(=O)Nc1sc2c(c1C(N)=O)CCC2	2	1	1.1	-0.7	2.4
28	O=[N+]([O-])c1cccc(S(=O)(=O)N2CN(c3ccc(Br)cc3)c3nc4ccccc4nc32)c1	-4	-1	0.8	-0.1	1.0
29	COCCNC(=O)CCn1nc(-c2ccc(Cl)cc2)ccc1=O	-10	1	0.3	-0.3	-2.0
30	Cc1cccc2[nH]c(CN(C)C(=O)C3CCC(=O)N(CCc4ccccc4)C3)nc12 (configuration not stated)	-3	0	-0.9	-0.2	-1.7
31	O=C(NCCS(=O)(=O)N1CCN(c2ccccc2F)CC1)c1cccc(Br)c1	5	-6	1.9	-0.2	-0.2
32	Cc1ccccc1-c1nsc(SCC(=O)c2ccc(Cl)cc2)n1	-1	-3	-0.5	-0.4	3.1

No.	DNMT1 block	NadD inh	STEP block	Scp1 inh	Rpn11 inh
25	5	10	-2	10	i
26	-9	2	2	·	i
27	-17	-1	-2	0	i
28	-1	24	2	-3	i
29	0	-7	-2	-15	i
30	12	2	-1	-1	i
31	-2	-6	-3	-14	i
32	0	4	2	-13	i

Sorted by molecular weight (smallest number first): part of the list above
No.	Molecule	SUMO1-SIM PPI	CSN deneddyl inh	MsrA inhibitor	Tb MetRS inh	LMPTP inh
29	COCCNC(=O)CCn1nc(-c2ccc(Cl)cc2)ccc1=O	-10	1	0.3	-0.3	-2.0
30	Cc1cccc2[nH]c(CN(C)C(=O)C3CCC(=O)N(CCc4ccccc4)C3)nc12 (configuration not stated)	-3	0	-0.9	-0.2	-1.7
31	O=C(NCCS(=O)(=O)N1CCN(c2ccccc2F)CC1)c1cccc(Br)c1	5	-6	1.9	-0.2	-0.2

No.	DNMT1 block	NadD inh	STEP block	Scp1 inh	Rpn11 inh
29	0	-7	-2	-15	i
30	12	2	-1	-1	i
31	-2	-6	-3	-14	i

Remaining list, next part.
No.	Molecule	SUMO1-SIM PPI	CSN deneddyl inh	MsrA inhibitor	Tb MetRS inh	LMPTP inh
33	COc1ccc(CN2CC[C@H]3C=CC[C@@H](C(=O)NCCc4ccccc4)[C@H]3C2=O)cc1OC	9	3	0.3	-0.3	0.0
34	O=C(c1ccc(S(=O)(=O)N2CCOCC2)cc1)N(Cc1ccco1)Cc1cccs1	-3	1	-0.2	-1.7	0.0
35	CC1CN(S(=O)(=O)c2cccc(C(=O)NCC3COc4ccccc4O3)c2)CC(C)O1 (configuration not stated)	10	-5	0.3	-0.1	1.0
36	CC[C@]12C(=O)N(C)C[C@H]([C@@H]3C(=O)N(C)C(=O)[C@@H]31)N2C(=O)c1ccc(Cl)c(Cl)c1	-4	2	·	-0.4	-0.5
37	CCCCn1nnnc1C1(C)CCC(=O)N1Cc1cccnc1 (configuration not stated)	6	3	-0.1	-1.2	-0.3
38	O=C(NC1=NCCS1)c1cccc(S(=O)(=O)N2CCc3ccccc32)c1	7	-6	0.0	-0.1	1.1
39	COc1cccc(C2SCC(=O)N2c2ccc(Cl)cc2)c1OC (configuration not stated)	3	-1	-0.2	0.2	-0.7
40	Cc1ccccc1OCC(=O)NC1=NCCS1	-3	1	1.4	0.2	-0.2

No.	DNMT1 block	NadD inh	STEP block	Scp1 inh	Rpn11 inh
33	-4	8	-1	-2	i
34	-3	-4	1	-1	i
35	4	1	0	1	i
36	-5	0	-2	-3	i
37	·	0	·	·	·
38	-5	0	-1	-7	i
39	-1	-6	-2	-8	i
40	0	3	0	-9	i

The list continues:
No.	Molecule	SUMO1-SIM PPI	CSN deneddyl inh	MsrA inhibitor	Tb MetRS inh	LMPTP inh
41	COc1ccc(CN2CCCC(C(=O)N3CCCC3)C2)c(OC)c1 (configuration not stated)	0	0	-1.3	0.3	-0.5
42	CC(C)Nc1nc(-c2ccccc2)nc(-n2ccnc2)n1	1	1	-0.4	-0.8	-0.8
43	CN(Cc1ccc2c(c1)OCO2)C(=O)c1cc(-c2ccccc2)c(N2CCOCC2)s1	8	-7	0.7	-0.3	6.0
44	O=C(c1cccc(F)c1)N1CCN(c2ccc([N+](=O)[O-])c(N3CCOCC3)c2)CC1	-7	-15	1.5	0.2	-0.3
45	COc1ccc(Cc2nc(-c3cccnc3)no2)cc1OC	2	3	-0.5	0.1	-0.7
46	c1ccc(Cc2nn3c(-c4ccncc4)nnc3s2)cc1	-3	0	0.8	-0.8	1.3
47	CCCS(=O)(=O)n1nc(-c2ccc(C)cc2)cc1N	0	2	-1.2	0.0	0.3
48	CC(=O)N1CCc2cc(Br)cc(S(=O)(=O)NCCCN3CCCC(C)C3)c21 (configuration not stated)	-3	2	-1.4	-0.8	-5.0

No.	DNMT1 block	NadD inh	STEP block	Scp1 inh	Rpn11 inh
41	1	-5	-1	-7	i
42	3	5	-2	-5	i
43	2	0	1	-10	i
44	-2	-2	-1	-5	i
45	-1	-5	0	-5	i
46	4	6	1	-1	i
47	1	-1	1	-16	i
48	-3	11	1	3	i
